# ABCG2 block: human ABCG2 inhibition, ABCB1 as counter-screen | Q9UNQ0 | AID 1325 | hit rate 0.1% among 190,000 | IgMXP3 cells, JC-1 efflux, flow cytometry | inhibition, % at 6.6 µM;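 active = inhibition above 80%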;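 also: 0% = DMSO and 100% = nicardipine control wells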
# Target sequence (Q9UNQ0 whole entry, looked up): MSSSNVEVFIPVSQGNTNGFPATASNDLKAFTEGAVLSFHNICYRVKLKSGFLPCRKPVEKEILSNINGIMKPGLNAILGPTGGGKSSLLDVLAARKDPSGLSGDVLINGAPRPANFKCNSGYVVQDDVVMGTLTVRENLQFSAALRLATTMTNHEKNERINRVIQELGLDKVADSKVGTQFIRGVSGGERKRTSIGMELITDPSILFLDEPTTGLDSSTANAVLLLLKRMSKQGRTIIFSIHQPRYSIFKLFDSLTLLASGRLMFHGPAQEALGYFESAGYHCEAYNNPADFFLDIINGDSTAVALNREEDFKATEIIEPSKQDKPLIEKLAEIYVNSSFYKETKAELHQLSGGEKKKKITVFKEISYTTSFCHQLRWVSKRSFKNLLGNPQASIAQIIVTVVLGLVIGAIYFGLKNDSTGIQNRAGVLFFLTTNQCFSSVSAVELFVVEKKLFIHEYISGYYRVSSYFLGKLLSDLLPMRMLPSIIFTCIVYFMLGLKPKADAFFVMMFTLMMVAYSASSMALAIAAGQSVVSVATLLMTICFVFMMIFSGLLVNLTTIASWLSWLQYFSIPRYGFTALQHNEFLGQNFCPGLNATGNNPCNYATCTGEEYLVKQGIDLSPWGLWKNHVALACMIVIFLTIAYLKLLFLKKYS
#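 Times: 10 min at 25 °C | Test system: Two drug-resistant human cell lines, ABCG2 and ABCB1 | Quantity: 3 million cells/mL final, two lines in 1:1 ratio | Signal: Flow cytometry, 530 nm JC-1 signal | Dosing: Compound at 6.6 µM | Controls: Nicardipine and DMSO wells | Reagent: JC-1 as fluorescent efflux pump substrate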
# Pf gametocyte: P. falciparum stage V gametocyte viability inhibition | P. falciparum stage V gametocytes, ATP luminescence, 24 h | inhibition, % at 10.9 µM | hit rate 0.065% among 150,000;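 active = inhibition above the mean plus 3 SD of compounds within the control limits, set per campaign, cut at about 38% in these data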;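 also: 0% = DMSO wells and 100% = medium only without gametocytes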
# ABCB1 inh: inhibitors of human ABCB1 transporter, ABCG2 counter-screen | CCRF-Adr cells, JC-1 efflux, flow cytometry | P08183 | hit rate 0.067% among 190,000 | AID 1326 | inhibition, % at 6.6 µM; in the data active = inhibition above about 40%;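 also: 0% = vehicle and 100% = reference inhibitor; higher value means more JC-1 retained so stronger ABCB1 efflux block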
# GSH fluor: compound fluoresces at 488/530 nm on GSH beads; GSH beads flow cytometry, compound fluorescence 488/530 nm; stronger effect = higher value; fluorescence (KMESF) at 10 µM; hit rate 0.25% among 190,000; AID 1776; in the data active = fluorescence above about 89;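 also: glutathione beads carrying GST-tagged Bcl family fusion proteins plus one bare bead set; values are compound well signal with DMSO vehicle wells as background; inactives centre near 16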
# Mcl1 Noxa PPI: Mcl-1/Noxa interaction inhibition | Q07820 | TR-FRET Mcl-1/Noxa peptide binding, 2 h | inhibition, % at 21.7 µM | hit rate 1.5% among 220,000;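 active = compounds that cut the protein-peptide binding signal by more than 50% relative to plate controls in a single-dose test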;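 also: His-tagged Mcl-1 with rhodamine Noxa BH3 peptide and terbium anti-His antibody; 0% = Mcl-1 plus Noxa peptide wells and 100% = peptide-only wells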
# Target sequence (Q07820 whole entry, looked up): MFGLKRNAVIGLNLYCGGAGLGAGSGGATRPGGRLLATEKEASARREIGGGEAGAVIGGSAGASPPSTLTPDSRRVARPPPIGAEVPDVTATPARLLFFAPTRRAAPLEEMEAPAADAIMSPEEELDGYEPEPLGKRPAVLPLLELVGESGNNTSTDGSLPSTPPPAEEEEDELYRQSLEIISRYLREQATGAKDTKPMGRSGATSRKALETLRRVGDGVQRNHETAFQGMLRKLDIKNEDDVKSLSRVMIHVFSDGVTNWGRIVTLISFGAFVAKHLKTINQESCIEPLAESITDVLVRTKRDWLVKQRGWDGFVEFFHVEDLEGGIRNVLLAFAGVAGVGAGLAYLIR
# Mcl1-Bid inh: disrupts binding of human Mcl-1 to Bid peptide. Q07820. TR-FRET Mcl-1/Bid-Dy647 peptide binding, 1536-well. inhibition, % at 21.7 µM. hit rate 0.97% among 220,000. AID 1021;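 active = compounds that cut the binding signal by more than half at the single screening dose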;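 also: His-tagged Mcl-1 with europium anti-His antibody binding Bid BH3 peptide; 0% = Mcl-1 plus peptide wells and 100% = peptide-only wells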
# RGS8-Gao: human RGS8-Galphao interaction regulation. P09471. multiplexed bead flow cytometry, RGS8-Galphao binding; actives lie on both sides. response (percent of control binding), % at 10 µM. hit rate 0.34% among 220,000. AID 1423; in the data active = response below about 60% or above about 140%; inactive = in between;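 also: Galphao activated as the GDP aluminium fluoride complex binding bead-coupled RGS8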
# Avidin fluor: compound fluoresces at 488/530 nm on avidin beads. compound fluorescence 488/530 nm, flow cytometry; stronger effect = higher value. fluorescence (KMESF) at 10 µM. hit rate 0.38% among 220,000; in the data active = fluorescence above about 47; also: inactives centre near 10
# Bim-Mcl-1: inhibitors of Bim-Mcl-1 interaction, human; hit rate 0.1% among 190,000; AID 1009; Bead-based flow cytometry, Bim peptide-Mcl-1 binding; Q07820; inhibition, % at 10 µM; in the data active = inhibition above about 40%;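 also: 0% = no compound tracer wells and 100% = peptide blocker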
# RGS4-Gao reg: modulates binding of RGS4 to human Galphao; P09471; Multiplexed bead flow cytometry; actives lie on both sides; binding response (% of control), % at 10 µM; hit rate 0.33% among 220,000; in the data active = binding response below about 49% or above about 150%; inactive = in between;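 also: fluorescent Galphao activated with aluminum fluoride binding bead-coupled RGS4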
# RGS7-Gao reg: human RGS7-Galphao interaction regulation; P09471; Multiplexed bead flow cytometry, RGS7-Galphao binding; actives lie on both sides; binding response (% of control), % at 10 µM; hit rate 0.35% among 220,000; in the data active = binding response below about 49% or above about 150%; inconclusive = no clear call, values can overlap the other calls; inactive = in between;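 also: fluorescent Galphao held in activated GDP-AlF4 state binding bead-coupled RGS7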
# An asterisk follows results filed as active; u = inconclusive; x = no result given.
SMILES,ABCG2 block,Pf gametocyte,ABCB1 inh,GSH fluor,Mcl1 Noxa PPI,Mcl1-Bid inh,RGS8-Gao,Avidin fluor,Bim-Mcl-1,RGS4-Gao reg,RGS7-Gao reg
O=C(N/N=C/c1ccc([N+](=O)[O-])o1)c1cc(-c2cccc(Br)c2)nc2ccccc12,6.0,x,0.5,15,-17.8,-50.7,100.6,17,1.0,99.8,96.1
CN1/C(=C\C=C2/SC(=S)N(CC(=O)O)C2=O)C(C)(C)c2ccccc21,-1.3,-2.6,-0.2,13,-123.7,-79.6,101.0,9,5.0,99.0,u
CC1(C)Cc2c(sc3c2c(N)nc(=S)n3Cc2ccccc2)CO1,-2.5,-4.3,-0.5,15,-59.2,-56.4,101.2,11,-5.0,105.9,101.9
Cc1nn(Cc2ccc(C(=O)NN)cc2)c(C)c1Cl,x,-4.2,x,x,4.9,-16.8,100.0,3,x,100.6,u
O=C(Nc1ccc(Cl)cc1)ON=C1CCCC1,-4.6,20.5,-0.7,10,7.1,-12.0,103.9,11,-9.0,100.9,102.1
CCCCn1c(=NC(=O)c2ccco2)c(C(=O)OCC)cc2c(=O)n3ccccc3nc21,-6.4,x,-1.5,11,16.1,-24.7,92.3,5,0.0,89.9,89.2
COc1ccc(-n2c(COc3ccc(C)cc3)nnc2SCc2ccc(C#N)cc2)cc1,3.6,x,1.6,17,15.0,-9.4,100.1,37,-1.0,99.1,100.9
Cc1cc(C)nc(NC2=NCC(=O)N2c2ccccc2)n1,13.9,x,0.2,29,-3.1,-10.3,98.0,20,-1.0,97.7,100.5
O=C(N/N=C/c1ccc([N+](=O)[O-])cc1)c1cc(C2CC2)nc2ccccc12,x,21.8,x,x,-60.9,-21.8,102.9,5,x,99.9,u
COc1cc(/C=C/C(=O)Nc2nnc(C(C)(C)C)s2)cc(OC)c1OC,-1.2,17.4,1.1,12,19.8,-18.9,97.4,14,0.0,99.8,101.9
OCCNc1nc(Nc2ccc(Br)cc2)nc2ccccc12,0.4,-2.6,0.2,13,39.0,22.7,103.7,12,0.0,104.5,104.0
O=C(Cn1nnc(-c2ccccc2NC(=O)c2ccccc2F)n1)NCc1ccco1,2.2,x,0.4,25,-7.7,-2.3,100.3,35,-3.0,98.7,102.9
COc1cc(-c2cc(=O)c3c(O)c(OC)c(OC)c(O)c3o2)ccc1O,3.0,x,-0.5,19,30.6,-5.6,96.3,7,-4.0,96.7,96.1
N#CC1C(C#N)N2CCCN2C1c1ccc(Cl)cc1 (stereo unspecified),-0.5,x,-0.3,18,-9.5,-19.7,x,x,-2.0,x,x
COc1ccc(/C=N/NC(=O)c2ccn[nH]2)cc1COc1ccc(Cl)cc1Cl,46.0,x,1.0,28,8.1,-12.8,104.8,11,-3.0,106.1,102.6
Cc1ccc(C2=NN=C(NC(=O)C(F)(F)F)SC2)cc1,5.8,x,0.0,10,18.9,-39.0,100.2,10,-2.0,100.5,100.7
CC(=O)C1C(=O)CC(C)(O)C(C(C)=O)C1c1ccccc1 (stereo unspecified),-2.3,-12.3,0.4,25,9.8,-3.6,102.3,9,-1.0,99.0,86.7
COC(=O)Nc1ccc(=O)n(Cc2c(Cl)cccc2Cl)c1,4.0,1.0,0.6,34,8.9,-14.1,101.3,10,-5.0,100.7,99.3
COc1cc(C2c3[nH]c4ccccc4c3CCN2Cc2cn(C)nc2C)ccc1F (stereo unspecified),4.0,-6.0,2.5,18,3.2,-84.5,100.9,6,1.0,100.0,93.4
COc1ccc(CNC(=O)CSc2nc3cccnc3s2)cc1,x,-7.9,x,x,14.2,-12.8,101.5,6,x,97.6,u
COc1ccc(NC(=O)/C=C/c2c(Cl)nc3ccccn23)cc1,3.7,11.7,0.1,17,25.3,-1.6,103.4,9,-3.0,103.0,102.2
CCOC(=O)C1(Cc2ccc(Cl)cc2)CCN(C(=O)C2=NNC(=O)CC2)CC1,0.3,-17.7,0.3,14,-10.0,-21.9,98.3,9,-3.0,102.0,98.4
CC(O)Cn1c(=O)c2c(nc(Br)n2Cc2ccccc2)n(C)c1=O (stereo unspecified),-1.0,x,-0.1,18,-17.4,-16.0,99.1,7,-1.0,99.2,99.7
O=C(CSc1nnc(-c2cccs2)n1-c1ccccc1)NCC1CCCO1 (stereo unspecified),9.4,-8.7,1.1,35,5.3,-16.3,100.8,16,0.0,98.6,98.8
Nc1cc(=O)nc(SCC(=O)N(C2CCCCC2)C2CCCCC2)n1-c1ccccc1,1.7,x,0.6,9,-2.4,-29.3,103.7,10,0.0,99.2,99.5

# Reformatted: 4 of the compounds above.
# Results follow in this order: ABCG2 block, Pf gametocyte, ABCB1 inh, GSH fluor, Mcl1 Noxa PPI, Mcl1-Bid inh, RGS8-Gao, Avidin fluor, Bim-Mcl-1, RGS4-Gao reg, RGS7-Gao reg
COc1cc(-c2cc(=O)c3c(O)c(OC)c(OC)c(O)c3o2)ccc1O
  3.0, x, -0.5, 19, 30.6, -5.6, 96.3, 7, -4.0, 96.7, 96.1
N#CC1C(C#N)N2CCCN2C1c1ccc(Cl)cc1 (stereo unspecified)
  -0.5, x, -0.3, 18, -9.5, -19.7, x, x, -2.0, x, x
COc1ccc(/C=N/NC(=O)c2ccn[nH]2)cc1COc1ccc(Cl)cc1Cl
  46.0, x, 1.0, 28, 8.1, -12.8, 104.8, 11, -3.0, 106.1, 102.6
Cc1ccc(C2=NN=C(NC(=O)C(F)(F)F)SC2)cc1
  5.8, x, 0.0, 10, 18.9, -39.0, 100.2, 10, -2.0, 100.5, 100.7

# New compounds follow.
SMILES,ABCG2 block,Pf gametocyte,ABCB1 inh,GSH fluor,Mcl1 Noxa PPI,Mcl1-Bid inh,RGS8-Gao,Avidin fluor,Bim-Mcl-1,RGS4-Gao reg,RGS7-Gao reg
CCCCN1C(=O)CC(Nc2ccc(CC)cc2)C1=O (stereo unspecified),6.3,-17.5,1.5,24,-11.2,-42.2,105.9,17,-3.0,108.5,110.9
Cc1nc(C)n(CC(O)COc2ccc3c(c2)CCC3)n1 (stereo unspecified),1.9,-5.5,0.3,9,4.3,91.7*,99.8,37,-4.0,102.8,103.8
CCOCc1nnc(NC(=O)c2cc(OC)cc(OC)c2)s1,8.7,-32.8,-1.8,13,8.9,-10.2,99.0,13,0.0,104.1,98.1
Cc1ccsc1/C=N/N=C1\C(=O)Nc2ccccc21,27.1,-12.4,1.8,15,32.2,-12.3,99.4,15,0.0,105.8,96.4
O=C(Nc1ccc2oc(=O)ccc2c1)c1cc2ccccc2o1,-0.6,x,-0.1,16,-5.1,13.8,99.5,5,-12.0,94.7,94.1
Nc1cc(N)nc(SCc2cccnc2)n1,2.2,x,0.8,22,3.0,-22.8,101.6,33,0.0,100.9,100.1
COc1ccc(N2CSC3=C(C#N)C(c4cc(OC)c(OC)cc4OC)CC(=O)N3C2)c(OC)c1 (stereo unspecified),-2.1,x,-1.2,14,20.9,-43.9,79.1,5,-3.0,103.5,113.0
C=C1C(=O)O[C@@H]2C[C@@H](C)[C@@H]3C=CC(=O)[C@@]3(C)[C@@H](OC(C)=O)[C@H]12,x,13.4,x,x,11.1,-36.2,79.8,7,x,86.3,u
Cc1ccc(Nc2nc3ccccc3o2)cc1F,2.3,4.4,0.2,12,34.6,2.5,103.9,22,-2.0,104.0,99.4
Cc1ccc(C)c(N2CCN(C(=O)CN3C(=O)c4ccccc4C3=O)CC2)c1,0.4,x,0.1,14,-4.5,-37.5,103.1,22,2.0,100.8,96.7
Cc1nonc1C(=O)N/N=C/c1ccc(O)cc1,10.9,10.2,1.4,8,25.0,-13.3,103.2,16,-5.0,100.8,98.5
COc1cc(CNCCO)ccc1OC1CCCC1,-0.8,9.3,-0.1,42,8.2,-18.3,101.5,11,0.0,99.3,99.8
O=C(Nc1cccc(O)c1)N1CCOCC1,-2.2,x,-0.8,14,15.3,-18.0,102.8,6,-5.0,99.7,100.1
CC(C)(C)c1cc(C(=O)N2CCc3ccccc32)ccn1,0.9,14.1,0.2,30,-2.5,-12.0,100.2,10,1.0,99.2,97.7
O=C(O)CC(=O)Nc1ccc(Oc2ccc(C(F)(F)F)cn2)c(Cl)c1,-0.3,x,0.0,7,10.6,-17.6,102.7,25,1.0,101.5,101.5
CCOC(=O)C1CCN(C(=O)C2CCN(S(=O)(=O)CC)CC2)CC1,0.1,x,0.1,26,2.8,-15.5,98.4,11,-4.0,98.8,94.2
CN1CCN(c2ccc([N+](=O)[O-])cc2C(=O)c2ccc(Cl)cc2)CC1,7.8,-4.0,1.4,32,18.2,13.4,101.6,13,0.0,102.0,98.6
O=C(CCCCCN1C(=O)c2ccccc2C1=O)NCc1ccco1,1.6,-10.1,0.2,27,-11.5,-22.4,98.3,7,2.0,99.1,97.6
CCOC(=O)c1nnn(-c2nonc2N)c1CN(CC)c1ccccc1,2.0,x,0.4,6,-0.4,-34.6,100.7,7,1.0,99.9,101.4
Cc1cccc(C)c1OCC(=O)N(Cc1cccs1)C1CCS(=O)(=O)C1 (stereo unspecified),x,-10.1,x,x,18.7,1.9,98.0,5,x,97.9,u
CCc1ccc2[nH]c(O)c(N=Nc3nc(-c4ccccc4)cs3)c2c1,-1.1,-25.9,-0.4,8,-38.6,-106.9,101.5,28,-1.0,98.0,100.0
CC1=C(C(=O)N2CCOCC2)C(c2cccc(C)c2)NC(=S)N1 (stereo unspecified),-8.0,-16.8,-1.8,9,12.7,-3.3,100.5,5,-6.0,98.1,100.5
CCOCCCN(CCC#N)S(=O)(=O)c1ccc(S(=O)(=O)N2CCCC2)cc1,1.8,x,0.9,7,-10.0,-1.7,100.6,11,0.0,99.1,97.8
O=c1c2ccccc2c(/C=N/c2ncn[nH]2)c(O)n1Cc1ccccc1,0.7,x,0.1,6,-31.0,-43.5,98.7,17,2.0,88.6,96.5
CCn1c(SCCC(=O)O)nnc1-c1cccnc1,-0.3,30.7,-0.1,7,-5.6,-10.9,102.5,8,0.0,102.5,96.9
# (cont.)
SMILES,ABCG2 block,Pf gametocyte,ABCB1 inh,GSH fluor,Mcl1 Noxa PPI,Mcl1-Bid inh,RGS8-Gao,Avidin fluor,Bim-Mcl-1,RGS4-Gao reg,RGS7-Gao reg
Fc1ccc(-n2cc(-c3ccccc3)c3c(NN4CCOCC4)ncnc32)cc1,22.4,13.9,8.2,21,-1.4,-41.1,116.4,9,0.0,103.9,103.2
Cn1c(=O)oc2cc(S(=O)(=O)NC3CCCCCCC3)ccc21,7.9,21.1,3.2,14,27.4,-13.9,105.7,16,-6.0,102.3,105.1
CC(C)C(c1nnnn1C1CCCC1)N1CCN(C(=O)c2ccco2)CC1 (stereo unspecified),-1.1,-1.4,0.8,20,14.5,-9.7,105.9,15,0.0,104.6,107.6
O=C(/C=C\Nc1cccc(F)c1)c1cccs1,7.2,-3.2,0.5,30,19.7,-19.6,98.0,21,-3.0,95.6,101.2
O=C(C[n+]1cccc(/C=N/O)c1)N(Cc1ccccc1)Cc1ccccc1,x,-7.1,x,x,20.6,-27.0,99.2,4,x,99.5,u
Cc1ccc(OCC(=O)OC(C)CN(C)Cc2ccccc2)cc1 (stereo unspecified),-2.6,-24.1,x,12,6.8,-15.4,101.9,6,0.0,103.4,102.3
